From PubChem BioAssay
JMJD2A Tudor inh: blocks the human JMJD2A Tudor domain | Potency, µM (titrated, usually from 114 µM), for inactives: at the top dose activity change, negative = inhibition, actives largely listed as inhibitors | O75164 | AlphaScreen JMJD2A-Tudor / H3K4me3 peptide binding | actives 4.4% (n = 390,000); also: potency is read from the fitted curve at half-maximal effect; % is scaled to controls: 0 for no effect and ±100 for the full control effect; nearly all actives have a fitted effect of over 50% in size
RGS4 inhibitor: blocks human RGS4-accelerated GTP hydrolysis | AID 504845 | actives 0.039% (n = 390,000) | Potency, µM (top dose mostly 114 µM), for inactives: at the top dose activity change, negative = inhibition, actives largely listed as inhibitors | Transcreener GDP fluorescence polarization, RGS4-accelerated GTP hydrolysis; also: potency is read from the fitted curve at half-maximal effect; % is scaled to controls: 0 for no effect and ±100 for the full control effect; nearly all actives have a fitted effect of over 75% in size; some results filed as inactive show a strong effect at the top dose
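MLSMR compounds (23 nl, pin-transferred) preincubated 10 min at room temperature with a 500nM (2x) first reagent, then RGS4 at 900nM (2x) plus Transcreener GDP mix added; fluorescence polarization (620/688 nm) read before and after 90 min at 30 °C.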
ALOX12 inh: blocks human arachidonate 12S-lipoxygenase; P18054; purified 12hLO, xylenol orange hydroperoxide absorbance; Potency, µM (doses to about 108 µM), for the others: at the top dose activity change, negative = inhibition, most hits filed as inhibitors; actives 1.1% (n = 580,000); AID 1671190; also: potency is read from the fitted curve at half-maximal effect; % is scaled to controls: 0 for no effect and ±100 for the full control effect
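Purified human 12hLO at 150 nM in 25 mM Hepes, 0.01% Triton X-100, pH 7.0, preincubated 15 min at room temperature with compound. Reaction started with 40 uM arachidonic acid, 30 min at room temperature. Hydroperoxide measured by Fe-xylenol orange, 573/405 nm absorbance ratio.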
GLS inhibitor: blocks human kidney-isoform glutaminase activity | Potency, µM (highest dose often 45.5 µM), inactives show top-dose activity change, negative = inhibition, hits mostly inhibitors | AID 624170 | GLS enzymatic activity, qHTS titration | actives 0.21% (n = 410,000) | O94925; also: potency is read from the fitted curve at half-maximal effect; % is scaled to controls: 0 for no effect and ±100 for the full control effect
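hKGA in 45 mM KH2PO4 pH 8.2, 0.02% Tween-20 with pin-transferred compounds; 1 mM L-glutamine (stock) plus glutamate oxidase/HRP/Amplex Red coupling added. Fluorescence read initially and after 30 min at RT.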
HP1b chromo inh: HP1-beta chromodomain-methylated histone interaction inhibition. AlphaScreen HP1-beta / biotin-H3K9me3 peptide binding. Potency, µM (doses to about 114 µM), inactives show at the top dose activity change, negative = inhibition, usual class: inhibitors. actives 0.56% (n = 390,000); also: potency is read from the fitted curve at half-maximal effect; nearly all actives have a fitted effect of over 70% in size; inactives centre near 23
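HP1-beta protein (50 nM final) preincubated 30 min at room temperature with biotinylated H3(1-18)K9me3 peptide (50 nM) in PBS pH 7.4, 0.01% Tween-20, then compound added for 30 min. AlphaScreen streptavidin donor/nickel chelate acceptor beads (10 ug/mL final), 30 min dark, luminescence read.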
PI4K2A inh: inhibitors of human PI4K2A; activity change, negative = inhibition, % at 76.9 µM; actives 0.13% (n = 420,000); purified PI4K2A, ADP-Glo luminescence, 1 h; active compounds read low; in the data active = activity change below about -50%; inconclusive = mostly about -30% to -49%;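 also: -100% = wells without enzyme as full effect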
Target sequence (Q9BTU6 whole entry, looked up): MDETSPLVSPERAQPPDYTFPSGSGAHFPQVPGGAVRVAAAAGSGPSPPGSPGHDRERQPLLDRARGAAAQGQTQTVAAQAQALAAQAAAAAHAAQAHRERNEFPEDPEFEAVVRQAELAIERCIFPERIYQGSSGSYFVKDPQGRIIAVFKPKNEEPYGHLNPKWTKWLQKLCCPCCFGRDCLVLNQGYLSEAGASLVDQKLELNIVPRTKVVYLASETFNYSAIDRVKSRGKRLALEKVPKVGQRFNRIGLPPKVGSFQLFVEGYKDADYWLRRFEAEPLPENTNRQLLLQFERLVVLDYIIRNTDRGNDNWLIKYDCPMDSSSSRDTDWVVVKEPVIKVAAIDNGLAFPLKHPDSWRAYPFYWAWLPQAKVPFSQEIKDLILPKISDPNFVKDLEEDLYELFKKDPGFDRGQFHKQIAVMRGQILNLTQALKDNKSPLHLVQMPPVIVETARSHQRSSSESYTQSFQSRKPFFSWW
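PI4K2A activity was measured by ADP-Glo luminescence: enzyme (4 ug/mL stock) and phosphatidylinositol (1.2 mM stock) in Tris pH 7.5/MgCl2/EGTA/Triton X-100 buffer were reacted with ATP (300 microM stock) for one hour at ambient temperature.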
ERG-DNA inh: ERG Ets/DNA interaction inhibition; actives 0.028% (n = 370,000); Potency, µM (series often up to 76.9 µM), without a hit: at the top dose FP activity, negative = inhibition, actives largely listed as inhibitors; P11308; fluorescence polarization, His-ERG Ets domain / labelled DNA; active = well fitted inhibition curve with a large enough effect in the polarisation, with a control signal flat; inconclusive = small, poorly fitted or top-dose-only effect, or effect the other way, or a change in a side signal; inactive = no such curve, though single readings can be large or run the other way; the % refers to the polarisation;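 also: polarization taken with two DNA probes labelled with fluorescein and Texas red; potency is read from the fitted curve at half-maximal effect; % of control where 0% means no effect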
Target sequence (P11308 whole entry, looked up, the tested form may be a part): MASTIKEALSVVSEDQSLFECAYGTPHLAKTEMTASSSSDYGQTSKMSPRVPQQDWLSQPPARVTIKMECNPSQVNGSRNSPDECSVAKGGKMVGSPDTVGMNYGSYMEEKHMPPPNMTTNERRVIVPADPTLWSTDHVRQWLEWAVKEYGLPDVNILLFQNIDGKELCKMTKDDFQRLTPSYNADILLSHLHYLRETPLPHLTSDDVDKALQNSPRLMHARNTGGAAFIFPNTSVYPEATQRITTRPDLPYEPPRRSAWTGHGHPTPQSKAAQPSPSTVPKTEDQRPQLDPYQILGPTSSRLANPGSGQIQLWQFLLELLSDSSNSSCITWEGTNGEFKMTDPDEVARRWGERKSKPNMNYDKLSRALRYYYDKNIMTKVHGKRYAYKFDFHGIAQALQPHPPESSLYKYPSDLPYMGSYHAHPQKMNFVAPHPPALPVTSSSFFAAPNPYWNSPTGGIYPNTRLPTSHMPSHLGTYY
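His-tagged ERG Ets domain (1 uM in the protein solution; 300mM KCl, 50mM Tris-HCl, 1mM EDTA, 1mM DTT, pH 7.5) received compound, then a probe mix of 5 nM fluorescein-DNA and 100nM Texas-615-DNA. Fluorescence polarization was read for both dyes.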
G9a inh: blocks human histone lysine methyltransferase G9a. Q96KQ7. G9a H3K9 monomethylation, AlphaScreen, 2 h. Potency, µM (top dose mostly 102 µM), inactives show at the highest dose activity, negative = inhibition, usual class: inhibitors. actives 8.8% (n = 350,000). AID 504332; also: potency is read from the fitted curve at half-maximal effect; % is scaled to controls: 0 for no effect and ±100 for the full control effect; nearly all actives have a fitted effect of over 75% in size
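Using a bead-based AlphaScreen, monomethylated H3K9 product from 2 h room-temperature reactions (G9a 20 nM, peptide 500 nM, SAM 20 uM) was detected with 0.5 ug/mL rabbit anti-H3K9me1 antibody.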
BAZ2B block: blocks human BAZ2B; Q9UIF8; AlphaScreen BAZ2B-H3K14Ac peptide displacement; Potency, µM (series often up to 114 µM), for the others: top-dose activity change, negative = inhibition, most hits filed as inhibitors; actives 4.4% (n = 360,000); also: potency is read from the fitted curve at half-maximal effect; % is scaled to controls: 0 for no effect and ±100 for the full control effect; nearly all actives have a fitted effect of over 60% in size
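Multi-concentration screen (max 110 uM) measuring displacement of acetylated histone H3 peptide from BAZ2B by AlphaScreen, using 50 nM protein, 50 nM peptide and 10 ug/mL streptavidin donor plus Ni-chelate acceptor beads.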
An asterisk follows results filed as active; ? = inconclusive; . = not tested or not shown; & = joins results of further samples; [ ] = dose if it differs, or a comment. Unless noted, calls follow the shape of the dose curve; as a rule, active = well fitted curve in the direction sought with a large enough effect; inconclusive = small, poorly fitted or top-dose-only effect, or another doubt; inactive = no such curve, though single readings can be large; an effect the other way counts as inactive or inconclusive. Some of the compounds tested, so the mix of outcomes need not match the whole.

Under each structure: JMJD2A Tudor inh, RGS4 inhibitor, ALOX12 inh, GLS inhibitor, HP1b chromo inh, PI4K2A inh, ERG-DNA inh, G9a inh, BAZ2B block
CCC(C)c1ccc(-n2c(=O)c3ccccc3n3c(=S)[nH]nc23)cc1 (configuration not stated)
 : -10%, -25%, -23%, 5%, -30%, 6, -1%, 1.1µM*, 3%
Cc1ccc(-n2c(=O)c3c4c(sc3n(Cc3ccccc3F)c2=O)CCC4)cc1C
 : 8%, -6%, -18%, -1%, 23%, 0, 10%, 0%[59 µM], 6%
O=[N+]([O-])c1ccc(OCC(O)CN2CCN(c3ccccc3F)CC2)cc1 (configuration not stated)
 : ?, 7%, -19%, 13%, 15%, -3, -3%, -9%[59 µM], -31%
COc1ccc(/C=N/NC(=O)COc2cccc3ccccc23)c(C(=O)O)c1OC
 : -16%, 13%, 11%, 13%, 11%, 4, -9%, 14µM*, ?
FC(F)(F)c1ccc(C2[C@H]3CN(CC4CCCCC4)[C@H](c4ccccc4)C34CC2(c2cccnc2)C4)cc1 (some centres not stated)
 : -25%, -26%, -23%, -7%, 20%, 3, -7%, -48%[59 µM], -7%
CN1C[N+]([O-])=C(c2ccccc2)C1(C)C
 : -13%, -12%, -10%, 1%, -1%, -1, ., 9%[59 µM], -1%
COCCN(C(=O)Nc1ccccc1)c1ccccc1
 : -4%, -1%, 20%, 1%, 21%, -1, -13%, -18%[59 µM], 4%
O=[N+]([O-])c1cc(S(=O)(=O)N2CCCC2)ccc1N/N=C/c1cccs1
 : -21%, 20%, -11%, -1%, 5%, 2, -3%, ?, -26%
Cc1ccc(/C=C2\SC(=O)N(CCNC(=O)C3CSC4(C)CCC(=O)N34)C2=O)cc1 (configuration not stated)
 : -18%, -15%, ?, -6%, 13%, 1, 2%, 35µM*, -24%
O=C(CN1CCN(S(=O)(=O)c2cccc(Cl)c2)CC1)NCC1(N2CCOCC2)CCCCC1
 : -10%, 18%, 3%, 5%, 31%, -1, -6%, 6%[12.7 µM], 9%
COc1cc(/C=C/C(=O)O)cc(S(=O)(=O)N(CC(C)C)CC(C)C)c1OC
 : 1%, -13%, -4%, 1%, 71%[activator], 0, 5%, ?, -21%
Cc1oc(C(=O)O)cc1CSCc1cc(C(=O)O)c(C)o1
 : 89µM*, -16%, ?, ?, 11%, 1, 7%, 14µM*, -6%
O=c1c2[nH]cnc2n(-c2ccc(F)cc2)c(=O)n1Cc1ccccc1
 : -14%, 33%, -35%, 7%, 34%, 4, 0%, -12%, -5%
Cc1csc(-c2cnn(-c3ccccc3)c2NC(=O)c2cccc(F)c2)n1
 : -9%, 2%, ., 8%, 3%, -2, 11%, ?, 2%
CC(=O)Nc1ccc(N(C(=O)CNC(=O)c2cccs2)C(C(=O)NCC2CCCO2)c2ccccc2)cc1 (configuration not stated)
 : -15%, 0%, 19%, 1%, 16%, -6, -8%, 5%, 7%
Cc1ccc(Nc2c(-c3ccc(N4CCOCC4)cc3)nc3cnccn23)cc1
 : -20%, -8%, 0%, -29%, 14%, 9, -2%, ?, ?
N#CCN1CCCC(C(N)=O)C1 (configuration not stated)
 : 3%, -8%, 242%[activator], -3%, 48%[activator], 0, 7%, -12%, 5%
Cc1[nH]c(=S)sc1Cc1ccc(F)cc1
 : 40µM*, ?, ?, -7%, -7%, -2, 10%, 2µM*, -34%
CC(C)c1ccc(NC(=O)c2snc3ccc(Cl)cc23)cc1
 : -23%, -25%, -6%, -3%, -4%, -2, -18%, 2%, -8%
CCCCN(CCCC)CCn1cnc2c([nH]c3ccc(OC)cc32)c1=O
 : -10%&-16%, -14%&17%, 31%&-20%[activator], 20%&0%, 34%&15%, -9&0, 0%&3%, -14%&-22%[59 µM], 6%&-2%
COc1ccc(C(=O)NC(=S)NNC(=O)CNC(=O)C2CCCCC2)cc1
 : ?, -12%, ?, 22%, 0%, 0, 3%, 8.9µM*, .
COC(CN(C)C(=O)C1CCCN(S(=O)(=O)c2ccc3c(c2)oc(=O)n3C)C1)OC (configuration not stated)
 : -3%, 24%, 0%, 5%, 22%, -3, -1%, 5%, -12%
CC(C)N1CCc2c(sc(NC(=O)c3ccc(S(=O)(=O)N4CCOCC4)cc3)c2C(N)=O)C1
 : -11%, -10%, -8%, 12%, 42%[activator], 0, 0%, -7%[59 µM], -1%
Cc1ccc(C(=O)O/N=C/c2c(C)nn(C)c2Cl)cc1
 : 1%, 4%, 0%, 3%, 45%[activator], -1, -6%, 30%[activator], 0%
O=C(O)Cc1ccc(NC(=O)Cc2ccc3ccccc3c2)cc1
 : -5%, -13%, 28%, -4%, 36%, 2, -5%, -3%, -5%
Cc1c(C(=O)N2CCN(c3ccccc3F)CC2)sc2nc(-c3ccccc3)cn12
 : -24%, -27%, -9%, 2%, 8%, 1, -21%, ?, ?
CCNC(=S)NNC(=O)CCn1cc(C)cn1
 : -28%, -24%, -9%, 1%, 46%, -4, -2%, 28%[59 µM], 3%
COc1c(C)cc(Br)cc1C(=O)Nc1ccccc1C
 : 65%[activator], 8%, 0%, 4%, 48%[activator], 4, -1%, ., 3%
OC(CN1CCCCC1)c1ccc(Br)cc1 (configuration not stated)
 : -3%, 25%, 1%, -7%, 30%[57 µM], -11, 1%, ., .
Cn1c(N)c(C(=O)COC(=O)CCC(=O)c2cccs2)c(=O)n(C)c1=O
 : -1%, 18%, 0%, -17%, 41%[activator], 3, 5%, 9%[59 µM], .
OCCN(CCO)CC(O)COc1ccc(C23CC4CC(CC(C4)C2)C3)cc1 (configuration not stated)
 : -30%, -4%, ?, 6%, 8%, 2, -2%, 11%[59 µM], -36%
CCCCCCc1ccc(OCC(=O)O)cc1OCC(=O)O
 : -19%, 17%, 25%, -2%, 47%[activator], -10, -5%, -16%, 1%
O=C(CCN1C(=O)COc2ccccc21)NCCN1CCc2ccccc2C1
 : ?, -16%, 6%, 18%, 20%, 3, ., -10%[59 µM], -1%
COc1ccc(NC(=O)c2cnn3c(C(F)(F)F)cc(-c4ccco4)nc23)cc1OC
 : -23%, -11%, 28%, -25%, 9%, -16, -2%, -6%, -8%
Cc1nonc1OCCn1nnnc1N
 : -13%, -5%, 7%, -4%, 40%[activator], 10, -1%, -11%, 1%
COc1cc(-c2nnc(NC(=O)CS(=O)(=O)c3ccc(C)cc3)o2)cc(OC)c1OC
 : 25µM*, -9%, -4%, -2%, 31%, -9, -1%, 10%, 45µM*
COc1ccc(N=C(NN)c2ccc3ccccc3n2)cc1
 : -26%, ?, ?, -6%, -12%, -13, 2%, 8.9µM*, ?
CCOc1ccc(N2C(=O)C3C(c4ccc(OC)cc4OC)NC(CCSC)(C(=O)OC)C3C2=O)cc1 (configuration not stated)
 : -13%, 4%, -21%, -1%, 17%, -1, 1%, 13%, -33%
COC(=O)c1ccc(CN2CCC(CO)(CCOc3ccccc3)CC2)cc1
 : -13%, -5%, -6%, 2%, 22%, 0, 10%, ., 3%
Cc1ccc(S(=O)(=O)N2CCOCC2)cc1C(=O)OC(C)C(=O)NC1CCCC1 (configuration not stated)
 : -9%, -12%, 7%, 1%, 36%, -4, 14%, -6%[59 µM], -1%
O=C(Cn1nnc(-c2ccccc2)n1)N1CCN(c2ccc(F)cc2)CC1
 : -22%, -22%, -2%, 1%, 43%[activator], -5, -4%, 38%, 5%
O=C(NCC(c1cccs1)N1CCOCC1)c1ccccc1NS(=O)(=O)c1ccc(Br)cc1 (configuration not stated)
 : -21%, -9%, 0%, 4%, 16%, -1, 1%, -14%, -3%
Cc1ccc(S(=O)(=O)Nc2ccc(NC(=O)Nc3ccc(F)cc3F)cc2)cc1
 : -17%, 8%, ?, 10%, 18%, -3, 0%, -7%[59 µM], -28%
COc1cc(OC)cc(C(=O)NCC2CCCN(C(=O)c3csc(C)n3)C2)c1 (configuration not stated)
 : -9%, 36%, 413%[activator], 2%, 25%, -2, 19%, 15%, -2%
O=C(NCc1ccc(Cl)cc1)C1CCN(c2ncnc3c2nc2n3CCCCC2)CC1
 : -20%, 21%, -9%, 7%, -5%, -4, -3%, -2%[59 µM], -1%
CCOC(=O)c1c(C)c(C(=O)NCc2ccccn2)c(C)n1CC
 : -15%, -1%, 12%, -2%, 25%, -2, 0%, -25%, -7%
CC(C)CCNC(=O)c1cc(-c2cccnc2)nc2ccc(S(=O)(=O)N3CCC(C)CC3)cc12
 : -12%, -9%, -17%, 0%, 51%[activator], 2, -3%, -4%[59 µM], 2%
CCN(CC)CCN1C(=O)C2C(C(=O)Nc3cccc(SC)c3)C3C=CC2(O3)C1C(=O)NC1CCCC(C)C1C (configuration not stated)
 : -22%, 7%, 6%, 12%, -16%, 1, ?, ?, -1%
Cc1ccc(Cl)cc1NC(=O)c1ccc(-c2nc(CSc3ccccc3)c(C)o2)cc1
 : 5%, -1%, -20%, -4%, 37%, 5, 7%, 2%[59 µM], -11%
